Bioassay records: PubChem, Broad Institute
TcdB inh: TcdB glycohydrolase inhibition. TcdB glycohydrolase enzymatic assay, plate reader. inhibition, % at 9.99 µM. 0.24% of 350,000 active; in the data active = inhibition above about 10%
Target sequence (P18177 whole entry, looked up): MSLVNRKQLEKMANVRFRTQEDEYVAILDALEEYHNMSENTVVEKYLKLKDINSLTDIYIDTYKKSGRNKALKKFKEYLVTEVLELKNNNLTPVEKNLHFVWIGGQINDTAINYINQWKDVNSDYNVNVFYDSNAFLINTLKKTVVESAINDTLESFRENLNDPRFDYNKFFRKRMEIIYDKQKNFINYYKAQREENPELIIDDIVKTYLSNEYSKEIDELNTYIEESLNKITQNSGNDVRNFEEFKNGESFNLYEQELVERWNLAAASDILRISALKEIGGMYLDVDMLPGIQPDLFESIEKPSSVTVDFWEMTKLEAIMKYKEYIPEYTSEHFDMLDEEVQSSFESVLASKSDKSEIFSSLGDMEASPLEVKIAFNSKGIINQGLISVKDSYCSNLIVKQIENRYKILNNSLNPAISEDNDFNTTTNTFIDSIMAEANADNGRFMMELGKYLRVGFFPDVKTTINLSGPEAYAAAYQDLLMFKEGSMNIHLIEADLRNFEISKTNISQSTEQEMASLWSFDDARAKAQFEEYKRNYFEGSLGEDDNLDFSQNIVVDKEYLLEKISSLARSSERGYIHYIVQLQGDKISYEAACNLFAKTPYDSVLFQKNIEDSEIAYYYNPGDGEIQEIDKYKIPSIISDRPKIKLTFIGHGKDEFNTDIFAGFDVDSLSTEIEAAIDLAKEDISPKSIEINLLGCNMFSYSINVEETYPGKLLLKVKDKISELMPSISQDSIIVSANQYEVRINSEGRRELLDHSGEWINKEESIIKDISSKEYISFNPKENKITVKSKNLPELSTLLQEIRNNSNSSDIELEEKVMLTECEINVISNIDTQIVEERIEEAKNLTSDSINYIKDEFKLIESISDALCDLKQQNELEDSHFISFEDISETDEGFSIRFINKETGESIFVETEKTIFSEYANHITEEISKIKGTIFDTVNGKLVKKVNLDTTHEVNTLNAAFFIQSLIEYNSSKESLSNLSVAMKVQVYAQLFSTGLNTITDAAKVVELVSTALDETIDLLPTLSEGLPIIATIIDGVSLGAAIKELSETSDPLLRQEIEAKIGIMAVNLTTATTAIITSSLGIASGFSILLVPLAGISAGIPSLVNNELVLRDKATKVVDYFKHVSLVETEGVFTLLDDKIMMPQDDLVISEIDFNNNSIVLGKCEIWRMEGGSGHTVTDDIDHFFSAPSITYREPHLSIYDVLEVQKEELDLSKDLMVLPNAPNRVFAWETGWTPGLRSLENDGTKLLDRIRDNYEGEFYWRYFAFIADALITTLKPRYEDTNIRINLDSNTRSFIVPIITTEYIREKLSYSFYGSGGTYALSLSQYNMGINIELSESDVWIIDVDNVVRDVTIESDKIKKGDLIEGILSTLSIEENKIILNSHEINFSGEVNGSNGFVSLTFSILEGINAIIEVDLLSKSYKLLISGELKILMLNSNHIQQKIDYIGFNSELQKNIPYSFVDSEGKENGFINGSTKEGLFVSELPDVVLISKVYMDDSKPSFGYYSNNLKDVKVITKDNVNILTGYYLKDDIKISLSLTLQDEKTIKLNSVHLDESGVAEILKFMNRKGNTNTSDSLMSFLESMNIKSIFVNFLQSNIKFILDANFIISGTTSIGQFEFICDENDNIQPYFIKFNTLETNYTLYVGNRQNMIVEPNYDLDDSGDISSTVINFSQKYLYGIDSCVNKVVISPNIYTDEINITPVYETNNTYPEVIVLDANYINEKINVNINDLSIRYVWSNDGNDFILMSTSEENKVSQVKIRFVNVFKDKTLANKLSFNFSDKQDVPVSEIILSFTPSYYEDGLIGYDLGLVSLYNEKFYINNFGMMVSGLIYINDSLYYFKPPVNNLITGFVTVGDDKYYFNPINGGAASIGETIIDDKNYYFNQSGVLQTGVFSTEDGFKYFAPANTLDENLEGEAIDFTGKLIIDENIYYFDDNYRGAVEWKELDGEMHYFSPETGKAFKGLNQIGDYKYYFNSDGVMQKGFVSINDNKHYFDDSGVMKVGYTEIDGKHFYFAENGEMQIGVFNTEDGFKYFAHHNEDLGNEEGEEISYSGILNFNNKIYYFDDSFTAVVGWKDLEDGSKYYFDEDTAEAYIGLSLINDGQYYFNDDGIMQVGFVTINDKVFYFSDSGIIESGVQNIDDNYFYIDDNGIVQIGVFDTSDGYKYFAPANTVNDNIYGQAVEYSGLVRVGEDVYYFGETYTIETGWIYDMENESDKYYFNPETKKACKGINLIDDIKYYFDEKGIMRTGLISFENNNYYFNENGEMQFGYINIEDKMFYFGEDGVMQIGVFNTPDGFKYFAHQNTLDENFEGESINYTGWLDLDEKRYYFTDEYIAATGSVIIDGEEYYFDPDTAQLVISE
* hit, by the source's call. Some of the compounds tested; the hit share may differ from the screen's.

SMILES	TcdB inh
COC(=O)C[C@H]1CC[C@H]2[C@@H](COc3ccc(NC(=O)Cc4cccs4)cc3C(=O)N2C)O1	-0.1
CC(C)NC(=O)Nc1ccc2c(c1)C(=O)N([C@@H](C)CO)C[C@@H](C)[C@@H](CN(C)Cc1ccc(C(=O)O)cc1)O2	-0.5
O=C(NCC1CC1)[C@@H]1[C@@H](CO)[C@@H]2Cn3c(ccc(-c4ccccc4)c3=O)[C@H]1N2CC1CC1	-1.5
COc1cccc(S(=O)(=O)Nc2ccc3c(c2)[C@@H]2C[C@H](CC(=O)N[C@@H](C)c4ccccc4)O[C@H](CO)[C@@H]2O3)c1	0.1
CN(C)CCCCNC(=O)[C@@H]1C[C@@H]2C(=O)N[C@@H](CCCCN(C)C)C(=O)N2[C@@H]1c1ccc(O)cc1	1.6
O=C(c1ccc2c(c1)OCO2)N1CC(=O)N2[C@H](C1)[C@H](c1ccc(-c3ccccc3)cc1)[C@@H]2CO	0.6
CN(C)c1ccc2c(c1)[C@H]1C[C@H](CC(=O)NCc3cc(F)ccc3F)O[C@@H](CO)[C@H]1O2	-61.2
CCCNC(=O)N1C[C@H](C)[C@@H](OC)CN(C)C(=O)c2ccc(NC(=O)CCC)cc2OC[C@H]1C	-0.1
CC(=O)N1[C@@H]2Cn3c(cccc3=O)[C@H]1[C@@H](C(=O)N1CCc3ccccc3C1)[C@@H]2CO	2.2
OC[C@@H]1[C@H](c2ccccc2)C2(CN(Cc3nccs3)C2)N1CC1CCOCC1	-0.5
COc1ccc2c3c(n(C)c2c1)[C@H](CO)N(C(=O)C1CCCC1)CC31CCN(CC2CCCC2)CC1	1.5
C[C@@H](O)C#Cc1cnc2c(c1)C(=O)N([C@@H](C)CO)C[C@H](C)[C@H](CN(C)C(=O)c1ccncc1)O2	-1.4
C[C@H]1CN([C@@H](C)CO)C(=O)c2cc(NC(=O)c3ccncc3)ccc2O[C@@H]1CN(C)C(=O)Nc1ccccc1	0.4
Cc1noc(C)c1NC(=O)Nc1ccc2c(c1)CC(=O)N([C@@H](C)CO)C[C@H](C)[C@H](CN(C)Cc1ccc(C(=O)O)cc1)O2	-1.9
C[C@@H]1CN([C@@H](C)CO)C(=O)c2cccc(NS(=O)(=O)c3ccccc3)c2O[C@@H]1CN(C)C(=O)Nc1ccc(F)cc1	1.9
CCCC(=O)Nc1ccc2c(c1)C(=O)N(C)C[C@H](OC)[C@H](C)CN(Cc1ccccc1)[C@H](C)CO2	-5.6
COc1ccc(CN(C)C[C@H]2Oc3c(NC(=O)Nc4ccc(C(F)(F)F)cc4)cccc3C(=O)N([C@@H](C)CO)C[C@H]2C)cc1	1.5
C[C@H](CO)N1C[C@H](C)[C@H](CN(C)C(=O)NC2CCCCC2)Oc2cc(/C=C/c3ccccc3)ccc2S1(=O)=O	-0.9
O=C(NC[C@@H]1CC[C@H]2[C@H](CN2Cc2ccccc2F)O1)C1CCCCC1	0.9
O=C(C[C@H]1C=C[C@@H](NS(=O)(=O)c2ccccc2)[C@@H](CO)O1)N1CCc2ccccc2C1	0.9
Cc1ccc(-c2ccc3c(c2)O[C@H](CN(C)C(=O)CC2CC2)[C@@H](C)CN([C@H](C)CO)S3(=O)=O)cc1	-1.0
CN1CCCCN2[C@H](C1)[C@@H](c1ccc(-c3ccccc3)cc1)[C@@H]2CO	0.6
O=C(C[C@H]1CC[C@H](NC(=O)C2CCC2)[C@H](CO)O1)Nc1nccs1	-0.1
OC[C@H]1[C@@H](c2ccc(Br)cc2)[C@@H]2CNCCCCN12	0.1
COc1ccc(CN2C[C@@H](O)COC[C@@H]3O[C@@H](CC(=O)N4CCc5ccccc5C4)CC[C@H]32)cc1	0.0
Next part
SMILES	TcdB inh
CCCNC(=O)C[C@@H]1C[C@H]2c3cc(NC(=O)NC4CCCCC4)ccc3O[C@H]2[C@H](CO)O1	-0.5
CN1C(=O)c2cc(NC(=O)c3ccc(F)cc3)ccc2OC[C@@H]2O[C@H](CC(=O)O)CC[C@@H]21	0.9
Cc1ccccc1S(=O)(=O)N(C)C[C@H]1OCc2ccccc2-c2ccccc2C(=O)N([C@@H](C)CO)C[C@H]1C	0.2
C[C@H](CO)N1C[C@H](C)[C@@H](CN(C)S(=O)(=O)c2ccc(F)cc2)Oc2ccc(NC(=O)Nc3ccc(F)cc3)cc2C1=O	1.9
O=C(C[C@H]1CC[C@@H]2[C@H](COC[C@H](O)CN2C(=O)Nc2ccc(Cl)c(Cl)c2)O1)NCc1ccc(F)cc1	-1.7
C[C@@H]1CN([C@H](C)CO)C(=O)Cc2cc(NC(=O)c3ccncc3)ccc2O[C@@H]1CN(C)C(=O)Nc1ccccc1	-0.7
COc1cccc(-c2ccc3c(c2)[C@@H]2[C@@H](CCN2C(=O)c2ccc(F)cc2)[C@H](CO)N3)c1	0.7
C[C@H]1CN([C@@H](C)CO)C(=O)c2cc(NC(=O)Cn3cnnn3)ccc2O[C@H]1CN(C)C	0.2
COc1cccc(S(=O)(=O)N[C@H]2CC[C@H](CC(=O)NC3CCC3)O[C@@H]2CO)c1	-0.9
CCCNC(=O)N1C[C@H](O)COC[C@@H]2O[C@H](CC(=O)N3CCC(Cc4ccccc4)CC3)CC[C@H]21	-0.8
COc1ccc(C#Cc2cnc3c(c2)C(=O)N([C@@H](C)CO)C[C@H](C)[C@H](CN(C)C(=O)CN(C)C)O3)cc1	0.7
COCC#Cc1cnc2c(c1)C(=O)N([C@@H](C)CO)C[C@@H](C)[C@@H](CN(C)Cc1ccccc1F)O2	-2.2
C[C@@H]1CN([C@H](C)CO)C(=O)c2cc(NC(=O)Cn3cnnn3)ccc2O[C@@H]1CN(C)CC1CCCCC1	-1.1
C[C@@H]1CCCCO[C@H](CN(C)CC2CCCCC2)[C@@H](C)CN([C@H](C)CO)C(=O)c2cc(NS(=O)(=O)c3cccs3)ccc2O1	-3.1
C[C@@H]1CN([C@@H](C)CO)C(=O)c2cccc(NS(=O)(=O)c3cn(C)cn3)c2O[C@H]1CN(C)CC1CCCCC1	-2.5
COc1ccc(NC(=O)Nc2ccc3c(c2)C(=O)N([C@H](C)CO)C[C@H](C)[C@@H](CN(C)C(=O)Nc2ccc(C(F)(F)F)cc2)OCCCC[C@@H](C)O3)cc1	0.7
C[C@@H]1CN([C@@H](C)CO)C(=O)c2cc(NC(=O)CCCN(C)C)ccc2O[C@H]1CN(C)Cc1ccc(Cl)c(Cl)c1	-1.8
C[C@H](CO)N1C[C@H](C)[C@H](CN(C)Cc2cccnc2)Oc2cc(-c3cncnc3)ccc2S1(=O)=O	-0.7
O=C(NCC[C@@H]1CC[C@H](NS(=O)(=O)c2ccc(Cl)cc2)[C@@H](CO)O1)Nc1ccc(F)cc1	0.5
C[C@@H]1CN([C@@H](C)CO)S(=O)(=O)c2ccc(-c3ccncc3)cc2O[C@@H]1CN(C)S(C)(=O)=O	0.2
COCCNC(=O)C[C@@H]1C[C@H]2c3cc(NC(=O)C4CCC4)ccc3O[C@H]2[C@@H](CO)O1	1.1
COc1ccc(NC(=O)N[C@H]2CC[C@H](CCNC(=O)c3cc(Cl)cc(Cl)c3)O[C@@H]2CO)cc1	0.4
Cc1noc(C)c1S(=O)(=O)Nc1ccc2c(c1)C(=O)N([C@H](C)CO)C[C@H](C)[C@H](CN(C)S(C)(=O)=O)OCCCC[C@H](C)O2	0.6
C[C@@H]1CCCCO[C@H](CN(C)S(=O)(=O)c2ccc(Cl)cc2)[C@@H](C)CN([C@H](C)CO)C(=O)c2cc(NC(=O)Nc3ccc4c(c3)OCO4)ccc2O1	-0.4
CC=Cc1ccc2n(c1=O)C[C@H]1[C@H](CO)[C@@H](C(=O)NCc3ccccn3)N(CC3CC3)[C@@H]21 (mixture of isomers)	-1.8
(further entries)
SMILES	TcdB inh
C[C@H](CO)N1C[C@H](C)[C@@H](CN(C)Cc2ccc(C(=O)O)cc2)Oc2ccc(NS(C)(=O)=O)cc2CC1=O	-0.4
CCCC(=O)Nc1ccc2c(c1)OC[C@@H](C)N(S(=O)(=O)c1cn(C)cn1)C[C@H](C)[C@@H](OC)CN(C)C2=O	0.1
C[C@@H]1CN([C@@H](C)CO)S(=O)(=O)c2ccc(-c3cncnc3)cc2O[C@@H]1CN(C)C(=O)C1CCCCC1	0.4
COCC#Cc1ccc2c(c1)O[C@H](CN(C)C(=O)Nc1ccccc1F)[C@@H](C)CN([C@@H](C)CO)S2(=O)=O	-1.6
COc1cccc(-c2ccc3c(c2)O[C@H](CN(C)C(=O)C2CCC2)[C@H](C)CN([C@H](C)CO)S3(=O)=O)c1	1.1
COc1ccc(CN(C)C[C@@H]2Oc3ccc(NS(=O)(=O)c4cn(C)cn4)cc3C(=O)N([C@@H](C)CO)C[C@@H]2C)cc1	1.2
COCc1cn(CC[C@@H]2CC[C@H](NC(=O)Nc3ccc(F)cc3)[C@@H](CO)O2)nn1	-1.0
CCCC#Cc1cnc2c(c1)C(=O)N([C@@H](C)CO)C[C@H](C)[C@H](CN(C)C(=O)Cc1cccnc1)O2	-0.8
CCNC(=O)C[C@H]1CC[C@H]2[C@@H](COC[C@@H](O)CN2Cc2ccncc2)O1	-0.2
C[C@H](CO)N1C[C@H](C)[C@@H](CN(C)S(=O)(=O)c2cn(C)cn2)OCCCC[C@H](C)Oc2ccc(NC(=O)Nc3ccc4c(c3)OCO4)cc2C1=O	-0.9
COc1ccc(CNC(=O)C[C@H]2C[C@@H]3c4cc(NS(C)(=O)=O)ccc4O[C@@H]3[C@@H](CO)O2)cc1	0.3
CN1C(=O)c2cc(NC(=O)c3ccccc3Cl)ccc2OC[C@H]2O[C@H](CC(=O)O)CC[C@H]21	0.2
C[C@@H]1CN([C@H](C)CO)C(=O)Cc2cc(NC(=O)Nc3ccccc3)ccc2O[C@@H]1CN(C)S(=O)(=O)c1cccs1	0.1
COc1ccc(S(=O)(=O)Nc2ccc3c(c2)C(=O)N([C@@H](C)CO)C[C@@H](C)[C@H](CN(C)C(=O)Cc2ccccc2)OCCCC[C@@H](C)O3)cc1	1.0
CCN(C[C@H]1[C@H](c2ccccc2)[C@@H](CO)N1CC1CC1)C(=O)c1ccccn1	-0.1
C[C@H]1CN([C@@H](C)CO)S(=O)(=O)c2ccc(C#Cc3ccccc3F)cc2O[C@@H]1CN(C)CC1CCOCC1	-2.1
C/C=C/c1ccc2c(c1)O[C@H](CN(C)C)[C@H](C)CN([C@H](C)CO)S2(=O)=O	0.2
C[C@@H]1CN([C@@H](C)CO)C(=O)c2cccc(NC(=O)c3cnccn3)c2O[C@@H]1CN(C)S(=O)(=O)c1cn(C)cn1	-0.2
C[C@@H]1CCCCO[C@@H](CN(C)S(=O)(=O)c2ccc(Cl)cc2)[C@@H](C)CN([C@@H](C)CO)C(=O)c2cc(NS(C)(=O)=O)ccc2O1	1.0
N#C[C@H]1[C@@H](c2ccc(C3=CCCCC3)cc2)[C@H](CO)N1S(=O)(=O)c1cccc(F)c1	-0.4
CCCNC(=O)Nc1ccc2c(c1)C(=O)N(C)C[C@@H](OC)[C@@H](C)CN(C)[C@H](C)CO2	0.1
CCCN(C)C[C@@H]1Oc2cc(C#Cc3ccc(F)cc3)ccc2S(=O)(=O)N([C@H](C)CO)C[C@H]1C	-0.5
CO[C@H](CN(C)Cc1cc(F)ccc1F)[C@@H](C)CN([C@@H](C)CO)S(=O)(=O)c1ccc(C)cc1	-0.3
C[C@H]1CN([C@@H](C)CO)C(=O)c2cc(NC(=O)CCC(F)(F)F)ccc2O[C@@H]1CN(C)C(=O)Nc1ccc2c(c1)OCO2	-0.6
O=S(=O)(c1cccs1)N1CCCCN2[C@H](C1)[C@H](c1ccc(C3=CCCC3)cc1)[C@@H]2CO	-0.1

Nothing new here: entries from further up.
SMILES	TcdB inh
C[C@H](CO)N1C[C@H](C)[C@@H](CN(C)Cc2ccc(C(=O)O)cc2)Oc2ccc(NS(C)(=O)=O)cc2CC1=O	-0.4
CCCC(=O)Nc1ccc2c(c1)OC[C@@H](C)N(S(=O)(=O)c1cn(C)cn1)C[C@H](C)[C@@H](OC)CN(C)C2=O	0.1
C[C@@H]1CN([C@@H](C)CO)S(=O)(=O)c2ccc(-c3cncnc3)cc2O[C@@H]1CN(C)C(=O)C1CCCCC1	0.4
COCC#Cc1ccc2c(c1)O[C@H](CN(C)C(=O)Nc1ccccc1F)[C@@H](C)CN([C@@H](C)CO)S2(=O)=O	-1.6
COc1cccc(-c2ccc3c(c2)O[C@H](CN(C)C(=O)C2CCC2)[C@H](C)CN([C@H](C)CO)S3(=O)=O)c1	1.1
COc1ccc(CN(C)C[C@@H]2Oc3ccc(NS(=O)(=O)c4cn(C)cn4)cc3C(=O)N([C@@H](C)CO)C[C@@H]2C)cc1	1.2
COCc1cn(CC[C@@H]2CC[C@H](NC(=O)Nc3ccc(F)cc3)[C@@H](CO)O2)nn1	-1.0
CCCC#Cc1cnc2c(c1)C(=O)N([C@@H](C)CO)C[C@H](C)[C@H](CN(C)C(=O)Cc1cccnc1)O2	-0.8
CCNC(=O)C[C@H]1CC[C@H]2[C@@H](COC[C@@H](O)CN2Cc2ccncc2)O1	-0.2
C[C@H](CO)N1C[C@H](C)[C@@H](CN(C)S(=O)(=O)c2cn(C)cn2)OCCCC[C@H](C)Oc2ccc(NC(=O)Nc3ccc4c(c3)OCO4)cc2C1=O	-0.9
COc1ccc(CNC(=O)C[C@H]2C[C@@H]3c4cc(NS(C)(=O)=O)ccc4O[C@@H]3[C@@H](CO)O2)cc1	0.3
CN1C(=O)c2cc(NC(=O)c3ccccc3Cl)ccc2OC[C@H]2O[C@H](CC(=O)O)CC[C@H]21	0.2

(next part)
SMILES	TcdB inh
CO[C@@H]1CN(C)C(=O)c2cc(NS(=O)(=O)c3ccc(Cl)cc3)ccc2OC[C@@H](C)N(C(=O)Cc2cccnc2)C[C@H]1C	0.1
CCCNC(=O)N1C[C@H](O)COC[C@@H]2O[C@@H](CC(=O)N3CCC(Cc4ccccc4)CC3)CC[C@H]21	1.2
Cc1noc(C)c1NC(=O)Nc1ccc2c(c1)CC(=O)N([C@H](C)CO)C[C@H](C)[C@H](CN(C)C(=O)Nc1ccccc1)O2	0.4
CCNC(=O)[C@H]1[C@H](CO)[C@H]2Cn3c(ccc(C4=CCCC4)c3=O)[C@@H]1N2C(=O)CC	-0.6
O=C(NCC1CC1)[C@H]1[C@H](CO)[C@H]2Cn3c(ccc(-c4cccnc4)c3=O)[C@@H]1N2Cc1nccs1	-1.7
COc1ccc(S(=O)(=O)N(C)C[C@@H]2Oc3ncc(/C=C/c4ccccc4)cc3C(=O)N([C@@H](C)CO)C[C@@H]2C)cc1	0.4
Cc1ccc(S(=O)(=O)N[C@H]2CC[C@@H](CCNC(=O)c3ccc4c(c3)OCO4)O[C@H]2CO)cc1	-1.8
